M1AAP inhibition = P. falciparum M1AAP inhibitors, biochemical, fluorogenic H-Leu-NHMec substrate, 1536-well (AID 1445); Aminopeptidase N (Plasmodium falciparum (isolate 3D7)); recombinant M1AAP, H-Leu-NHMec fluorogenic kinetic assay; higher % means a stronger effect; inhibition, % at 30 µM; hits with a dose series show IC50 in µM; actives 0.42% (n = 220,000);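 active = primary inhibition above the hit cutoff, then over 50% inhibition at one or more dose response concentrations, cut at about 23% in these data, passing the limit was not always enough; inconclusive = conflicting primary data, or primary hits not chosen for dose response; inactive = low primary inhibition, or under 50% at every dose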;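 note: plate controls were DMSO full reaction for no effect and no enzyme background for full effect; strong numbers were not always called active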
Ins promoter up = insulin promoter activators in MIN6 cells, imaging, high-content screening, mouse beta cells. MIN6 insulin promoter-GFP reporter; active compounds read high. actives 0.3% (n = 190,000). z-score at 5 µM;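 active = z-score above 3 at 5 µM with at least 500 cells counted in the well; inconclusive = wells under 500 cells, flagged as cytotoxic or low count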
CSM14.1 death rescue = rescue of cells from ER stress-induced death, primary screen, 384-well, CSM14.1, thapsigargin, ATP luminescence (AID 1222) | one-dose cellular ATP content (survival), % at 20 µM; EC50 in µM for titrated hits | 190,000 tested, under 10 active | CSM14.1 thapsigargin-induced death rescue, ATP luminescence; higher % means a stronger effect;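 active = EC50 below 50 µM in the dose-response confirmation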;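 note: death triggered by thapsigargin at about 15 µM added after 2 h compound pretreatment; cell ATP read after overnight thapsigargin exposure of roughly 18 to 22 hours; normalized against plate controls of thapsigargin alone and 5% DMSO vehicle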
Dynein cargo inh = inhibitors of GR-EGFP nuclear translocation, primary screen, dynein cargo transport inhibitor project, imaging, high-content, 3617.4 mouse cells | test concentration mostly 20 µM; stimulated with dexamethasone, 1 µM; active compounds read low | z-score, hits read low | actives 0.47% (n = 220,000) | AID 1381, 2008;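 active = plate z-score of nuclear minus cytoplasmic receptor signal below a set negative limit, without overly bright fluorescence or cell loss, cut at about -3.5 in these data, passing the limit was not always enough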;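 note: z-score of nuclear minus cytoplasmic ring GR-EGFP intensity difference per well; some compounds called inactive have numbers as strong as hits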
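Buffer or medium: tet-free medium with charcoal-stripped serum / Also added: dexamethasone agonist, 1.0 µM final, for 30 min / Timing: induction 48 h, compound 1 h, agonist 30 min / Measured by: high-content fluorescence imaging after fixation / Read-out: nuclear-to-cytoplasmic GR-EGFP distribution per well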
K1F lysis inhibition = inhibition of K1F phage lysis, E. coli UTI89, bacterial capsule biogenesis inhibitors, alamar blue (AID 488966) | inhibition, % at 100 µM; hits with a dose series show IC50 in µM | actives 0.02% (n = 340,000) | E. coli UTI89 K1F phage lysis, alamar blue, 2 h; higher % means a stronger effect;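 active = phage lysis inhibition, versus mean bacterial control, above a set limit; inconclusive = no clear call, values can overlap the other calls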;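 note: capsule biogenesis inhibitors block K1F phage lysis so surviving cells raise fluorescence; higher fluorescence means more inhibition of phage lysis; actives were called in the ten point dose series up to 300 µM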
M17LAP inhibition = P. falciparum M17LAP inhibitors, primary screen, biochemical, fluorogenic H-Leu-NHMec substrate, 1536-well (AID 1619); Leucine aminopeptidase (Plasmodium falciparum (isolate 3D7)); recombinant M17LAP, H-Leu-NHMec fluorogenic kinetic assay; higher % means a stronger effect; inhibition, % at 30 µM, or IC50 in µM where a hit was titrated; actives 0.38% (n = 220,000);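 active = compound inhibiting the enzyme by more than half at any dose during confirmatory dose-response retesting; inconclusive = strong single-dose inhibitors picked by rank but not retested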;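 note: plate controls were full reaction with DMSO carrier for no effect and no enzyme background for full effect; strong numbers were not always called active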
b-catenin transl = modulators of beta-catenin nuclear translocation, primary screen, imaging, HeLa cells, immunofluorescence, high-content. AID 1665, 2009. nuclear translocation activity, % at 5 µM. actives 0.3% (n = 190,000);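 active = nuclear translocation activity above 50% at 5 µM, with a well cell count of 50 or more; inconclusive = wells under 50 cells across six images, flagged as toxic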;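 note: per-cell ratio of nuclear to cytoplasmic median beta-catenin stain intensity; plate controls were DMSO negative control for no effect and GSK-3 inhibitor IX positive control for full effect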
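test system = HeLa cells, endogenous beta-catenin | dosing = single 5 µM dose plus 0.02–20 µM confirmation series | times = compound treatment 24 h, 37°C, 5% CO2 | technique = beta-catenin immunofluorescence imaging with DAPI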
Autophagy HCS = autophagy modulators in MEF cells, primary screen, imaging, high-content, MEF GFP-LC3. MEF GFP-LC3 puncta imaging; test concentration mostly 10 µM. calls only at 10 µM (by protocol). actives 0.98% (n = 190,000);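 active = percentage of spot-positive cells more than 3 SD above its plate mean, without a fluorescence outlier flag or 80% toxicity; inconclusive = no clear call, values can overlap the other calls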;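 note: spot-positive cell cutoff set from DMSO-treated cells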
MT stabilize HCS = microtubule stabilizers in HeLa cells, primary screen, imaging, high-content imaging; AID 2205, 2009; actives 0.83% (n = 200,000); % tubulin-high responders, % at 10 µM; HeLa tubulin immunostaining HCS, 24 h; share of cells brighter than vehicle mean+2SD;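 active = plate Z-score above 3 for both tubulin-high and condensed-nucleus cell shares, with cell loss under 80%, at 10 µM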;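 note: anti alpha tubulin signal scored within the nucleus-defined area of each cell; some results filed as inactive read as strong as hits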
Dynein cargo inh cytoplasmic EGFP = also measured in Dynein cargo inh; calls as there; z-score; measured here: cytoplasmic GR-EGFP intensity; active compounds read high
Dynein cargo inh nuclear GR-EGFP = further read-out of Dynein cargo inh, marked with its call; z-score; measured here: nuclear GR-EGFP intensity;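 lower value marks the stronger effect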
Dynein cargo inh cell count = also measured in Dynein cargo inh; calls as there; z-score; measured here: cell count per field
Ins promoter up cell count = second read-out of Ins promoter up, no call of its own (marks repeat the call); cell count; measured here: cytotoxicity, nuclei count;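 total cells summed across four imaged fields per well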
b-catenin transl cell count 5 µM = further read-out of b-catenin transl, marked with its call; cell count; measured here: cell count, cytotoxicity flag
MT stabilize HCS Hoechst-high % = recorded beside MT stabilize HCS, whose call it bears; % Hoechst-high responders; measured here: nuclear condensation Hoechst responders;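 share of cells brighter than vehicle mean plus two SD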
MT stabilize HCS cytotoxicity % = recorded beside MT stabilize HCS, whose call it bears; toxicity, %; measured here: cytotoxicity by cell density;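 0% = mean cell density of plate MIN control wells and 100% = no cells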
Autophagy HCS cell loss 18 h = also measured in Autophagy HCS; calls as there; toxicity, %; measured here: cell loss, nuclei count;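 cell loss after 18 h compound exposure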
Active calls of the source: *; i = inactive; ? = inconclusive; · = no result given; & = joins results of further samples; [ ] = another dose, or the depositor's remark. An unsorted share of the library (roughly 2.9% active in at least one column).

SMILES	M1AAP inhibition	Ins promoter up	Ins promoter up cell count	CSM14.1 death rescue	Dynein cargo inh	Dynein cargo inh cytoplasmic EGFP	Dynein cargo inh nuclear GR-EGFP	Dynein cargo inh cell count	K1F lysis inhibition	M17LAP inhibition	b-catenin transl	b-catenin transl cell count 5 µM	Autophagy HCS	Autophagy HCS cell loss 18 h	MT stabilize HCS	MT stabilize HCS Hoechst-high %	MT stabilize HCS cytotoxicity %
Cc1cc(NC(=O)CC#N)n(-c2nc3ccccc3[nH]2)n1	2%	0.12	1359	·	-0.8	-0.2	-0.25	0.57	0.1%	-4%	-0.3	1321	·	·	·	·	·
CCN(c1cccc2ccccc12)S(=O)(=O)c1ccc(Cl)nc1	0%	-0.49	1061	·	0.86	-0.28	-0.00094	0.74	0.1%	1%	-1.5	1318	·	·	·	·	·
CCc1ccc(NC(=O)CCn2c(=O)oc3ccccc32)cc1	2%	0.29	1575	-0.2%	0.049	-0.26	-0.28	0.39	0.8%	-5%	-6.3	978	i	12	3.0	2.8	7.5
CCOC(=O)c1ccc(NC(=O)CSc2nnc(-c3cccs3)n2CC)cc1	1%	0.6	1242	-1.0%	-0.41	-0.24	-0.13	-0.72	-0.4%	-3%	0.6	948	i	0	2.1	1.0	0.9
CC(C)c1onc(C(=O)NCc2ccc(F)cc2)c1[N+](=O)[O-]	2%	·	·	-2.2%	0.14	-0.24	0.18	-0.26	1.9%[50 µM]	12%	-2.1	1270	i	13	2.8	2.1	5.2
Cc1cc(=O)n2ccccc2c1C#N	12%	0.51	749	-0.4%	0.43	-0.22	0.26	-0.17	-0.8%	-203%	·	·	i	-6	1.2	1.5	7.0
COc1ccc(CNC(=O)c2cc(C)nc3ccccc23)cc1OC	3%	-0.32	1192	2.1%	-3	-0.26	-1.6	0.06	4.8%	3%	-2.2	1098	i	-4	3.0	3.1	7.2
COC(=O)c1c(C(=O)OC)c(-c2ccc(Cl)cc2)n2c1CS(=O)(=O)C2	2%	-0.52	1319	-2.4%	1.6	-0.32	0.69	-0.33	·	0%	-0.7	1051	i	2	2.2	1.1	2.9
Cc1ccc(S(=O)(=O)NCC(=O)N(CC(=O)NCC2CCCO2)CC2CCCO2)cc1 (stereo unspecified)	20%	0.52	1362	-1.2%	2	-0.061	1.1	-1.9	0.2%	5%	-0.3	1454	i	1	1.7	1.7	5.2
CCOCc1cnc(C)nc1NCC(=O)c1c(C)[nH]c2cc(C)ccc12	19%	0.44	1788	-1.8%	-0.34	-0.19	0.29	-0.036	0.6%	-4%	-1.6	1095	i	7	2.9	1.4	5.6
CCCn1nnc(NC(=O)COc2ccccc2Cl)n1	3%	0.29	1612	0.1%	-0.18	-0.22	-0.2	1.3	1.0%[50 µM]	-5%	0.6	1040	i	-5	4.9	2.5	7.0
O=C(c1ccc(Cl)cc1)c1coc2ccc(O)cc12	13%	0.02	1482	-1.3%	0.95	-0.36	0.57	-0.51	0.1%	7%	-1.7	1454	i	-18	3.1	1.8	4.4
COc1ccc(-c2cc(C(F)(F)F)nc(S(C)(=O)=O)n2)cc1	13%	-0.47	829	-0.7%	-5.3*	2.4*	-2.2*	0.19*	-0.1%	11%	·	·	i	24	2.5	0.8	6.2
Cc1c(C=O)c2ccccc2n1CC(=O)O	3%	-0.4	1347	0.5%	1.1	-0.18	0.55	-0.45	0.6%	23%	0.3	1076	i	7	1.5	1.1	5.3
COc1ccccc1NS(=O)(=O)c1ccc(C)c(C(=O)NCC2CCCO2)c1 (stereo unspecified)	-1%	-0.87	959	-0.4%	0.69	-0.045	0.75	0.047	0.2%	-7%	-0.7	1110	i	6	2.3	3.6	6.6
CN(C)c1c(F)cc(-c2nn[nH]n2)cc1F	3%	0.06	1430	·	0.5	-0.28	0.34	0.084	-0.6%	-16%	-3.5	1155	·	·	·	·	·
Cc1[nH]ccc(=O)c1OCC(=O)O	2%	0.07	1079	·	-0.92	-0.28	-0.11	1.1	0.2%	7%	-0.3	1285	·	·	·	·	·
CC1CCCC(C)N1S(=O)(=O)c1ccc(NC(=O)CNCC2CCCO2)cc1 (stereo unspecified)	6%	-0.66	1057	0.1%	2	-0.2	0.66	-1.4	1.9%	11%	-8.7	943	i	5	5.3	4.5	1.7
O=C(CCCSc1ccccc1)Nc1nc(-c2ccccn2)cs1	-11%	1.1	900	0.1%	1.3	-0.34	0.87	-1.5	-0.3%	13%	·	·	i	5	3.8	1.8	5.3
Fc1ccccc1CSc1nnc2ccc(-c3ccncc3)nn12	-1%	-0.68	1306	0.4%	-0.53	-0.29	0.23	1.1	0.1%	8%	-1.7	1117	i	11	3.4	2.9	8.1
CCCC(=O)Nc1ccc(C(=O)NNC(=O)c2cccc([N+](=O)[O-])c2)cc1	-4%	·	·	0.5%	3.1	-0.14	1.5	-1.9	·	4%	-1.0	969	i	1	1.8	1.6	4.6
COC(=O)c1ccc2c(c1)C(C)(C)C(/C=C/c1ccccc1O)=[N+]2C	9%	?	·	-2.4%	-3.2	2.5	-0.99	-1.4	-3.2%	7%	1.4	1170	i	93	53*	22*	75*
CCOC(=O)Cc1cnc(NC(=O)CSc2nc(N)cc(=O)[nH]2)s1	-2%	0.04	1281	-1.0%	-0.72	-0.24	-0.59	1.1	-0.2%	-2%	-1.8	1146	i	20	7.6	0.9	12
CCOc1cc(NC(=S)NCCCN2CCOCC2)c(OCC)cc1NC(=O)c1ccccc1	4%	-0.2	1278	-0.2%	-0.59	1.1	-0.039	0.25	0.1%	-1%	0.4	1128	i	14	4.1	2.0	10
CC1CC(C)CN(C(=S)Nc2ccc(SC(F)F)cc2)C1 (stereo unspecified)	-2%	-2.5	694	2.6%	0.96	-0.016	0.47	-1.5	0.3%[50 µM]	0%	0.2	1103	i	-23	4.1	3.2	7.4
O=C1c2ccccc2C(=O)N1Cc1ccccn1	5%	0.16	1655	0.5%	-0.12	-0.24	-0.039	-0.71	-0.6%	0%	2.0	920	i	8	2.8	2.8	4.6
CCC/C(=N/NC(=O)c1csc(C)c1C)c1ccc(Cl)s1	13%	-0.19	958	6.6%	0.18	-0.11	0.34	0.61	3.2%	-5%	-0.8	1105	i	-3	2.3	1.7	5.1
Cc1ccc(NC(=O)c2ccc(Oc3ncccn3)cc2)cc1	13%	0.09	1519	-0.6%	0.24	-0.28	0.75	0.15	-0.1%	5%	-0.2	1110	i	6	2.5	2.4	7.4
Cc1ccc(NC(=O)Nc2nnc(-c3ccccc3F)s2)cc1	-3%	·	·	·	0.53	-0.22	0.37	-0.1	0.5%	4%	0.7	1338	·	·	·	·	·
CC(NC(=O)c1ccc2c(c1)OCCO2)C(=O)O (stereo unspecified)	0%	0.02	1499	-1.5%	-0.87	-0.31	-0.43	0.41	0.3%	2%	2.2	538	i	14	4.5	5.6	5.8
COc1ccc(C(=O)Nc2nc3cc(OC)c(OC)cc3c(=O)[nH]2)cc1	1%	-0.88	1314	-0.7%	-0.027	0.031	-0.085	-0.13	0.2%	0%	-0.8	1088	i	-4	4.8	2.1	1.9
Clc1ccccc1CSc1ncccn1	4%	-0.53	1241	-0.7%	1.2	-0.3	0.61	-0.49	0.2%	6%	-1.6	1023	i	1	1.0	1.7	1.9
CN=C1SC(CC(=O)Nc2sc3c(c2C#N)CCCC3)C(=O)N1C (stereo unspecified)	2%	·	·	-2.3%	0.023	0.034	0.28	0.85	1.4%	1%	5.7	439	i	2	3.0	1.8	10
CCOC(=O)C1CCCN(C(=O)C2CCN(S(=O)(=O)N3CCC4(CC3)OCCO4)CC2)C1 (stereo unspecified)	-3%	-0.05	1491	-0.8%	-0.53	0.29	-0.14	0.23	1.8%[50 µM]	-6%	-0.6	1348	i	-7	2.3	2.3	8.6
NC(=O)c1cc[n+](CC2=C(C(=O)O)N3C(=O)[C@@H](NC(=O)C(c4ccccc4)S(=O)(=O)[O-])[C@H]3SC2)cc1 (stereo partly specified)	8%	·	·	3.4%	-0.049	-0.28	0.44	0.32	2.1%	-62%	·	·	i	14	3.2	1.6	11
CN1CCN(Cc2nc3ccccc3c(=O)n2Cc2nc(-c3ccc4ccccc4c3)cs2)CC1	-2%	-0.77	627	2.3%	1.3	-0.14	0.9	0.089	-0.8%&3.5%	-2%	15	718	i	53	41	59	98

Screening data deposited in PubChem by several laboratories.
